High-throughput results (PubChem)
Scp1 inh: blocks human Scp-1 phosphatase activity | Recombinant Scp1, phosphopeptide, malachite green phosphate absorbance | inhibition, % at 20 µM | actives 0.88% (n = 340,000) | AID 493091;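 active = inhibition above about 50% at 20 µM, limit read from the data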;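 note: plate controls were DMSO wells with enzyme for no effect and wells lacking enzyme for full effect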
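System: truncated SCP-1 phosphatase (76-261aa); medium: Tris acetate buffer pH 5.5 with MgCl2 and Tween-20; incubation: 45 min room-temperature reaction, 5 min colour, 30 min stabiliser; compound: single 20 µM dose, 1% DMSO; reagent: Phosphorylated 17-residue peptide substrate; read-out: % inhibition at 20 µM; technique: colorimetric free-phosphate detection, absorbance 630 nm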
SKN-1 inh: inhibitors of C. elegans SKN-1; C. elegans VP596 Pgst-4::GFP/RFP ratio, acrylamide-induced, 24 h; inhibition, % at 21.8 µM; actives 0.49% (n = 360,000); AID 624304;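 active = interference check ratio from 0.5 to 1.5 plus GFP to RFP signal ratio inhibition reaching or exceeding a fixed threshold, cut at about 30% in these data, passing the limit was not always enough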; note: some compounds called inactive have numbers as strong as hits
Rpn11 inh: inhibitors of human proteasome Rpn11. O00487. human 26S proteasome, Ub4-pepOG fluorescence polarization; 20S core pre-blocked with epoxomicin. calls only at 20 µM. actives 0.59% (n = 360,000). AID 588493;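 active = inhibition at 20 µM, scaled to each plate's controls, above about 33%, limit read from the data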
STEP block: blocks human striatal-enriched tyrosine phosphatase. P54829. recombinant STEP, OMFP fluorogenic substrate, fluorescence. inhibition, % at 20 µM. AID 588621. actives 0.25% (n = 360,000);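 active = inhibition at 20 µM, scaled per plate between control wells, above about 37%, limit read from the data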;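 note: 0% = DMSO with enzyme and substrate and 100% = substrate only without enzyme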
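Assay system: isolated STEP enzyme / Timing: 20 min at room temperature, dark / Doses: 20 µM, 1% DMSO / Technique: fluorescence intensity, excitation 480 nm, emission 540 nm / Reagent: fluorogenic phosphatase substrate OMFP at 25 µM final / Measure: percent inhibition scaled to no-enzyme and uninhibited-enzyme controls, plate-pattern corrected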
LMPTP block: blocks human LMPTP phosphatase. P24666. recombinant LMPTP-A, OMFP fluorogenic substrate, fluorescence intensity. inhibition, % at 20 µM. actives 0.22% (n = 360,000);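 active = compounds that cut the enzyme signal by at least half of the control window in the single-dose screen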;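 note: plate controls were DMSO wells with enzyme plus substrate for no effect and substrate without enzyme for full effect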
Target sequence (P24666 whole entry, looked up): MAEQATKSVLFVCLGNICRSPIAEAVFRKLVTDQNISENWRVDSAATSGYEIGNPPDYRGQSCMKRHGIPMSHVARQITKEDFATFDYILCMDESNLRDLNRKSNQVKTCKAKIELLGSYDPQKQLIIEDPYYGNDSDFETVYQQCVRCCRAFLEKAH
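Buffer or medium: Bis-Tris pH 6.0, DTT, detergent; Assay system: LMPTP-A enzyme; Quantity: 0.625 nM enzyme; Detection: endpoint fluorescence intensity; Times: 50 min dark incubation at room temperature; Controls: substrate-only low control, DMSO enzyme-plus-substrate high control; Doses: single 20 µM dose; Read-out: percent inhibition versus substrate-only and uninhibited controls; Reagent: 400 µM OMFP.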
NRP1-CendR mod: NRP-1/CendR interaction modulation; FAM-RPARPAR peptide binding to NRP-1, fluorescence polarization; inhibition, % at 25 µM; actives 0.85% (n = 360,000); O14786;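 active = inhibition or corrected inhibition above about 18%, plus a signal ratio from 0.5 to 1.5, limit read from the data, passing the limit was not always enough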; note: strong numbers were not always called active
Target sequence (O14786 whole entry, looked up): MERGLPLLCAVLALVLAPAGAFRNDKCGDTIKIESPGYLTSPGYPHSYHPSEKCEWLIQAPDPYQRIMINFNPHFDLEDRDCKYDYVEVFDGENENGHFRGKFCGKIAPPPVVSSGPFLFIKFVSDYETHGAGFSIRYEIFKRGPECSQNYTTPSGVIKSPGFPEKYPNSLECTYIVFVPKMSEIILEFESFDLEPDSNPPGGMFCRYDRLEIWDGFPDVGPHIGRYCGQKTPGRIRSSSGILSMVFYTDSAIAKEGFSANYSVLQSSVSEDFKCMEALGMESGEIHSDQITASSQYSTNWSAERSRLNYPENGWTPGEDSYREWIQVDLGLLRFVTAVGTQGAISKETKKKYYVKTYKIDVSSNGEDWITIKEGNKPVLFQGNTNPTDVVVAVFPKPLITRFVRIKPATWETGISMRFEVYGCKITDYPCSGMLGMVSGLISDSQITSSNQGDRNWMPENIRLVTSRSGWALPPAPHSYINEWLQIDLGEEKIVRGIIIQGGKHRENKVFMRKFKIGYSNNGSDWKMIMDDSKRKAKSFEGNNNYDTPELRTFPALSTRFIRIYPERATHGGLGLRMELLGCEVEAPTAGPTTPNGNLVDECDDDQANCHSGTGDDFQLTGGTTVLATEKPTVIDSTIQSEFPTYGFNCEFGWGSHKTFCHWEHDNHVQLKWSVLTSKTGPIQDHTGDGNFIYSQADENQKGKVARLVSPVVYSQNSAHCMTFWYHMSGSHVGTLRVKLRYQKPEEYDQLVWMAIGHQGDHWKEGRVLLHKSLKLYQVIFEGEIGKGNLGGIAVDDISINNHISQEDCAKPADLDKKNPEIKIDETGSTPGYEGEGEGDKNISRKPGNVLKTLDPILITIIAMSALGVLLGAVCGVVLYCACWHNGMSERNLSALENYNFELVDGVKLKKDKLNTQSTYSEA
SUMO1-SIM PPI: SUMO1-SIM interaction modulation; inhibition, % at 20 µM; SUMO1 binding to a labelled peptide, TR-FRET, 1 h; AID 602429; actives 0.33% (n = 360,000); P63165; in the data active = inhibition above about 37%
DNMT1 block: DNMT1 (human) enzyme inhibition; inhibition (reported as % activation of signal), % at 10 µM; DNMT1 molecular beacon, Hinp1I cleavage, fluorescence; P26358; actives 0.83% (n = 360,000); in the data active = inhibition above about 50%
MT1-MMP act inh: blocks activation of human MT1-MMP; GFP/RFP ratio change, % at 20 µM; actives 0.061% (n = 360,000); AID 651647; HT1080 RFP-PRO-GFP cells, GFP/RFP ratio fluorescence, overnight; percent of plate control window, DMSO zero; P50281;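 active = GFP/RFP ratio change of at least 30% with cell ATP level not reduced by more than half and red fluorescence within 50% of control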; note: strong numbers were not always called active
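Compound: 20 µM single dose, 1% DMSO / System: HT1080 RFP-PRO-GFP cells / Controls: DMSO and RFP-L50D-GFP cell wells / Read-out basis: GFP/RFP fluorescence ratio / Schedule: overnight compound exposure at 37 °C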
NadD inh: blocks S. aureus nicotinate mononucleotide adenylyltransferase | actives 0.78% (n = 360,000) | inhibition, % at 20 µM | purified NadD enzyme, colorimetric absorbance read-out | AID 602399; in the data active = inhibition above about 26%; note: some compounds past the cut are filed as inactive
Starred values were filed as active, the others as inactive.

Screening Cc1cnnn1-c1cccc([N+](=O)[O-])c1 returned Scp1 inh -6, SKN-1 inh 13, Rpn11 inh inactive, STEP block 4, LMPTP block 1.5, NRP1-CendR mod 3, SUMO1-SIM PPI -16, DNMT1 block -1, MT1-MMP act inh 2 and NadD inh -1.
CCOc1ccc(-n2nc3c(=O)[nH]nc(C)c3c2C)cc1 was read as Scp1 inh -5, SKN-1 inh 2, Rpn11 inh inactive, STEP block -3, LMPTP block -9.0, NRP1-CendR mod -2, SUMO1-SIM PPI -2, DNMT1 block 3, MT1-MMP act inh 1 and NadD inh -1.
CC1CC(C)CN(CCOCCSc2ccc(Cl)cc2)C1 (stereo not given) was read as Scp1 inh -12, SKN-1 inh 5, Rpn11 inh inactive, STEP block 1, LMPTP block -0.4, NRP1-CendR mod 11, SUMO1-SIM PPI -3, DNMT1 block 3, MT1-MMP act inh -2 and NadD inh -6.
`CCOC(=O)Cc1csc(NC(=O)C2C3C=CC(C3)C2C(=O)O)n1` (stereo not given) gave Scp1 inh 2, SKN-1 inh -6, Rpn11 inh inactive, STEP block -1, LMPTP block -0.6, NRP1-CendR mod 3, SUMO1-SIM PPI 2, DNMT1 block 7, MT1-MMP act inh 0 and NadD inh 6.
`COc1ccc(N/C=C/C(=O)c2ccc(Oc3ncccn3)cc2)cc1` gave Scp1 inh -2, SKN-1 inh -7, Rpn11 inh inactive, STEP block -2, LMPTP block 0.8, NRP1-CendR mod -5, SUMO1-SIM PPI -8, DNMT1 block -1, MT1-MMP act inh 4 and NadD inh 2.
`O=S(=O)(c1ccsc1)N1CC=C(c2ccccc2)CC1` gave Scp1 inh -8, SKN-1 inh -14, Rpn11 inh inactive, STEP block 0, LMPTP block 1.9, NRP1-CendR mod -2, SUMO1-SIM PPI -2, DNMT1 block -2, MT1-MMP act inh 2 and NadD inh -10.
Screening COC(=O)CC(c1ccccc1F)N1Cc2ccccc2C1=O (stereo not given) returned Scp1 inh 4, SKN-1 inh -5, Rpn11 inh inactive, STEP block -1, LMPTP block -1.5, NRP1-CendR mod 2, SUMO1-SIM PPI 0, DNMT1 block -1, MT1-MMP act inh -2 and NadD inh -4.
For CCN(C(=O)CSc1n[nH]c(-c2cccs2)n1)C1CCS(=O)(=O)C1 (stereo not given) the results were Scp1 inh -7, SKN-1 inh -9, Rpn11 inh inactive, STEP block 0, LMPTP block -1.0, NRP1-CendR mod 8, SUMO1-SIM PPI -3, DNMT1 block -3, MT1-MMP act inh 9 and NadD inh -2.
For O=C(NC1CCCCC1)c1cccc(Cn2cc(Cl)cn2)c1 the results were Scp1 inh -12, SKN-1 inh 10, Rpn11 inh inactive, STEP block -1, LMPTP block -2.2, NRP1-CendR mod 14, SUMO1-SIM PPI 3, DNMT1 block 1, MT1-MMP act inh -10 and NadD inh -1.
For CC(=O)Nc1ccc(Oc2ccc3c(c2)C(=O)NC3=O)cc1 the results were Scp1 inh -7, SKN-1 inh -8, Rpn11 inh inactive, STEP block -1, LMPTP block -6.9, NRP1-CendR mod 8, SUMO1-SIM PPI -20, DNMT1 block 2, MT1-MMP act inh 2 and NadD inh -1.
CCC(C)NC(=O)CSc1nc2ccccc2c(=O)n1Cc1ccc(OC)cc1 (stereo not given) was read as Scp1 inh -10, SKN-1 inh -4, Rpn11 inh inactive, STEP block 0, LMPTP block -0.4, NRP1-CendR mod -12, SUMO1-SIM PPI -4, DNMT1 block -4, MT1-MMP act inh -3 and NadD inh -3.
For CCn1c(C)nc2cc(C(=O)NNC(=S)Nc3ccc(C)cc3)ccc21 the results were Scp1 inh -4, SKN-1 inh -14, Rpn11 inh inactive, STEP block 2, LMPTP block 0.6, NRP1-CendR mod 11, SUMO1-SIM PPI 2, DNMT1 block -1, MT1-MMP act inh 5 and NadD inh 2.
For CCOc1ccc(-c2nc(CSCC(=O)NCc3ccco3)c(C)o2)cc1 the results were Scp1 inh -5, SKN-1 inh 20, Rpn11 inh inactive, STEP block 14, LMPTP block 0.8, NRP1-CendR mod 0, SUMO1-SIM PPI 1, DNMT1 block -1, MT1-MMP act inh -6 and NadD inh -4.
O=[N+]([O-])c1cccc(N(CC(O)CN2CCCCC2)S(=O)(=O)c2ccccc2)c1 (stereo not given) was read as Scp1 inh 2, SKN-1 inh 4, Rpn11 inh inactive, STEP block -3, LMPTP block 0.8, NRP1-CendR mod 2, SUMO1-SIM PPI -8, DNMT1 block 1, MT1-MMP act inh -1 and NadD inh -5.
CC(=O)Oc1ccc(-c2cccc(C(=O)NCCCO)c2)cc1 was read as Scp1 inh -10, SKN-1 inh 4, Rpn11 inh inactive, STEP block 1, LMPTP block -2.7, NRP1-CendR mod -7, SUMO1-SIM PPI 17, DNMT1 block -1, MT1-MMP act inh 0 and NadD inh -4.

Looked up by compound from above, 5 records:
`CCOC(=O)Cc1csc(NC(=O)C2C3C=CC(C3)C2C(=O)O)n1` (stereo not given) gave Scp1 inh 2, SKN-1 inh -6, Rpn11 inh inactive, STEP block -1, LMPTP block -0.6, NRP1-CendR mod 3, SUMO1-SIM PPI 2, DNMT1 block 7, MT1-MMP act inh 0 and NadD inh 6.
Screening COC(=O)CC(c1ccccc1F)N1Cc2ccccc2C1=O (stereo not given) returned Scp1 inh 4, SKN-1 inh -5, Rpn11 inh inactive, STEP block -1, LMPTP block -1.5, NRP1-CendR mod 2, SUMO1-SIM PPI 0, DNMT1 block -1, MT1-MMP act inh -2 and NadD inh -4.
For CC(=O)Nc1ccc(Oc2ccc3c(c2)C(=O)NC3=O)cc1 the results were Scp1 inh -7, SKN-1 inh -8, Rpn11 inh inactive, STEP block -1, LMPTP block -6.9, NRP1-CendR mod 8, SUMO1-SIM PPI -20, DNMT1 block 2, MT1-MMP act inh 2 and NadD inh -1.
CCC(C)NC(=O)CSc1nc2ccccc2c(=O)n1Cc1ccc(OC)cc1 (stereo not given) was read as Scp1 inh -10, SKN-1 inh -4, Rpn11 inh inactive, STEP block 0, LMPTP block -0.4, NRP1-CendR mod -12, SUMO1-SIM PPI -4, DNMT1 block -4, MT1-MMP act inh -3 and NadD inh -3.
For CCN(C(=O)CSc1n[nH]c(-c2cccs2)n1)C1CCS(=O)(=O)C1 (stereo not given) the results were Scp1 inh -7, SKN-1 inh -9, Rpn11 inh inactive, STEP block 0, LMPTP block -1.0, NRP1-CendR mod 8, SUMO1-SIM PPI -3, DNMT1 block -3, MT1-MMP act inh 9 and NadD inh -2.

(continued)
`Cc1nn(-c2ccc(F)cc2)c(Cl)c1C(=O)NCC1CCCO1` (stereo not given) gave Scp1 inh 6, SKN-1 inh 13, Rpn11 inh inactive, STEP block -2, LMPTP block -1.2, NRP1-CendR mod 9, SUMO1-SIM PPI 4, DNMT1 block 2, MT1-MMP act inh 0 and NadD inh 3.
CC1(C)Oc2ccc(C(=O)NC3CCCC3)cc2N(CC(=O)N2CCOCC2)C1=O was read as Scp1 inh 13, SKN-1 inh 7, Rpn11 inh active, STEP block -4, LMPTP block -1.4, NRP1-CendR mod 6, SUMO1-SIM PPI -6, DNMT1 block 4, MT1-MMP act inh 3 and NadD inh 2.
CCc1c(C)sc2nc3c(C(=O)N4CCOCC4)cc(C(=O)c4ccccc4O)cn3c(=O)c12 was read as Scp1 inh -9, SKN-1 inh 0, Rpn11 inh inactive, STEP block -1, LMPTP block 1.0, NRP1-CendR mod 9, SUMO1-SIM PPI -19, DNMT1 block -9, MT1-MMP act inh -16 and NadD inh 5.
COc1ccc(CCNC(=O)CNCC(c2ccccc2)N(C)C)cc1OC (stereo not given) was read as Scp1 inh -17, SKN-1 inh 0, Rpn11 inh inactive, STEP block 0, LMPTP block -2.7, NRP1-CendR mod -11, SUMO1-SIM PPI 3, DNMT1 block 3, MT1-MMP act inh -1 and NadD inh -7.
`CCN1C(=O)/C(=C2\SC(=S)N(NC(=O)c3ccccc3O)C2=O)c2ccccc21` gave Scp1 inh -14, SKN-1 inh 4, Rpn11 inh inactive, STEP block 6, LMPTP block 0.9, NRP1-CendR mod -22, SUMO1-SIM PPI 14, DNMT1 block -1, MT1-MMP act inh -8 and NadD inh 12.
COC(=O)CCc1sc(Nc2ccc(Br)cc2)nc1-c1ccc(OC)cc1 was read as Scp1 inh 6, SKN-1 inh 25, Rpn11 inh inactive, STEP block -3, LMPTP block 3.3, NRP1-CendR mod -3, SUMO1-SIM PPI -3, DNMT1 block -20, MT1-MMP act inh -1 and NadD inh 4.
Cc1ccc(CSc2ncccc2C(=O)O)cc1 was read as Scp1 inh -2, SKN-1 inh -9, Rpn11 inh inactive, STEP block 0, LMPTP block 0.0, NRP1-CendR mod -14, SUMO1-SIM PPI 1, DNMT1 block 2, MT1-MMP act inh 8 and NadD inh -1.
Screening CN(C)c1ccc(CC(=O)N2CCCCC2c2cc(C(=O)Nc3cccc4c3CCCC4)no2)cc1 (stereo not given) returned SKN-1 inh 4, Rpn11 inh inactive, STEP block 5, LMPTP block 2.8, NRP1-CendR mod 5, SUMO1-SIM PPI 5, DNMT1 block -6, MT1-MMP act inh -17 and NadD inh 8.
Screening O=C(CSCCc1ccccn1)Nc1cccnc1 returned Scp1 inh 4, SKN-1 inh -6, Rpn11 inh inactive, STEP block -2, LMPTP block -1.2, NRP1-CendR mod 0, SUMO1-SIM PPI 0, DNMT1 block 1, MT1-MMP act inh -1 and NadD inh 4.
Screening CCOc1ccccc1CN1CCC(n2nccc2NC(=O)C2CCCC2)CC1 returned Scp1 inh 1, SKN-1 inh -6, Rpn11 inh inactive, STEP block 0, LMPTP block -0.5, NRP1-CendR mod 0, SUMO1-SIM PPI -5, DNMT1 block -1, MT1-MMP act inh 1 and NadD inh -4.
For C/C(=N\OC(=O)c1ccc(OC(C)C)cc1)c1ccc(C)c(C)c1 the results were Scp1 inh -5, SKN-1 inh 19, Rpn11 inh inactive, STEP block 6, LMPTP block 4.8, NRP1-CendR mod 5, SUMO1-SIM PPI -2, DNMT1 block 2, MT1-MMP act inh 3 and NadD inh 15.
Screening c1cncc(-c2ccc3ncnc(NCc4cccs4)c3c2)c1 returned Scp1 inh -8, SKN-1 inh 0, Rpn11 inh inactive, STEP block 0, LMPTP block 2.8, NRP1-CendR mod 10, SUMO1-SIM PPI 1, DNMT1 block 4, MT1-MMP act inh 1 and NadD inh 1.
`O=S(=O)(c1cc(Cl)ccc1Cl)N1CCNCC1` gave Scp1 inh -2, SKN-1 inh -20, Rpn11 inh inactive, STEP block -1, LMPTP block 5.0, NRP1-CendR mod -8, SUMO1-SIM PPI 0, DNMT1 block -1, MT1-MMP act inh -13 and NadD inh 1.
